PvdQ acylase – P. aeruginosa PvdQ acylase inhibitors, primary screen, biochemical, fluorescence, plate reader and imaging, single point | purified PvdQ acylase | AID 488965, 2010 | inhibition, % at 10 µM | 0.063% of 340,000 active; in the data active = inhibition above about 30%, passing the limit was not always enough;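 also: 0% = vehicle neutral wells and 100% = reference inhibitor wells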
Rtt109 HAT inh – inhibitors of C. albicans Rtt109/Vps75 HAT, primary screen, biochemical, ThioGlo CoA-SH fluorescence, plate reader | Histone acetyltransferase RTT109 (Candida albicans (strain SC5314 / ATCC MYA-2876)), … | purified Rtt109/Vps75, 4 h | inhibition, % at 34.9 µM | 0.16% of 330,000 active;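 active = inhibition of at least 50% in every replicate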
Target sequence (Q5AAJ8 whole entry, looked up): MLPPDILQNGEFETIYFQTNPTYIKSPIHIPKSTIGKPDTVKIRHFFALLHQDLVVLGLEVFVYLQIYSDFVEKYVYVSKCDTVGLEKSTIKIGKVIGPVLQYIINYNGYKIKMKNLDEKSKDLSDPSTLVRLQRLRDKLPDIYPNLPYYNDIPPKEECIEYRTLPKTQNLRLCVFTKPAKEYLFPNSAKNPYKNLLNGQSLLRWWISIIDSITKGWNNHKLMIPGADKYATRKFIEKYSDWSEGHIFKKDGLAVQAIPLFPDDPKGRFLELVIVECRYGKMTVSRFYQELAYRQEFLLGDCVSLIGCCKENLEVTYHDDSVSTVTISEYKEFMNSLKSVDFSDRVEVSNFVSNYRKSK
DAGLB inh – DAGLB lipase inhibitors, primary screen, biochemical, fluorescence, HTS; HEK293T DAGLB membrane lysate, EnzChek fluorogenic substrate; inhibition, % at 5.17 µM; 0.059% of 340,000 active; AID 504411, 2011; in the data active = inhibition above about 34%;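 also: 0% = enzyme with vehicle and 100% = wells lacking enzyme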
Target sequence (Q8NCG7 whole entry, looked up): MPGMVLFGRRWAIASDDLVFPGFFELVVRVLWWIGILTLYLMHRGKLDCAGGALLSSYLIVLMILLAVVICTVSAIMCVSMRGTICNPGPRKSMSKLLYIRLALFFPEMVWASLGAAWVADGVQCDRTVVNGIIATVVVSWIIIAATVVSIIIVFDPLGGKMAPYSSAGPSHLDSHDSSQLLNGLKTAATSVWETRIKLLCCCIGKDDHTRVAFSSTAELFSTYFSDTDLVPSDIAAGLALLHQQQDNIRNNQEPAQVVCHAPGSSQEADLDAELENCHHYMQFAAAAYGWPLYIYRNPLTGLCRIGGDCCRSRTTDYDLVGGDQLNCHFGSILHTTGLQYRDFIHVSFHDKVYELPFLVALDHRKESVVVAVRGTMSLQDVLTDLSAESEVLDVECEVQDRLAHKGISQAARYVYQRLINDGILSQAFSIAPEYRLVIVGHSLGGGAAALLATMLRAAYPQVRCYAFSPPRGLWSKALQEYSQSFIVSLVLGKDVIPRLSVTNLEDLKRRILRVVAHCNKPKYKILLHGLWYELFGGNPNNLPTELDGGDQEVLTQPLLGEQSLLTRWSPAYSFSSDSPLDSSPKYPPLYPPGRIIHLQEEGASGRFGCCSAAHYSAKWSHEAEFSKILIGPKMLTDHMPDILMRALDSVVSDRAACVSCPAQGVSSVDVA
Wnt act – Wnt/beta-catenin pathway activators, primary screen, cell-based, plate reader, single point; Wnt/beta-catenin reporter cell assay, activator; activation, % at 9.35 µM; 1.2% of 300,000 active; AID 743398, 2014; in the data active = activation above about 30%, passing the limit was not always enough;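 also: 0% = neutral control wells and 100% = positive control wells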
Tat export inh – E. coli Tat export inhibitors, primary screen, MC4100, TorA-mCherry reporter, fluorescence, single point; 0.036% of 340,000 active; inhibition, % at 10 µM;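 active = mean replicate inhibition at least 50% and at least half of replicates individually reaching 50%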;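 also: exported cargo escapes ClpAP degradation while cytoplasmic cargo is degraded and loses fluorescence; 0% = median of neutral control wells and 100% = median of NaSCN control wells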
Ecoli viability – E. coli V3065 growth inhibition, primary screen, counter-screen for AddAB inhibitor project, absorbance, OD600; 18 h; inhibition, % at 11.9 µM; 0.27% of 330,000 active; AID 449728, 2010;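 active = inhibition above the campaign's mean inhibition across all tested compounds plus 3 SD, cut at about 9.9% in these data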;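 also: uninfected addAB+ strain grown without phage in ampicillin broth; 0% = DMSO wells and 100% = ciprofloxacin 0.95 µg/ml wells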
CAL PDZ FP – CAL PDZ peptide-binding inhibitors, primary screen, biochemical, fluorescence polarization, Cer-tagged CAL PDZ, HTS; Golgi-associated PDZ and coiled-coil motif-containing protein (Homo sapiens), Q9HD26; purified CAL PDZ, TMR-peptide fluorescence polarization, 1 h; inhibition, % at 20 µM; 0.02% of 330,000 active;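 active = highest replicate inhibition of at least 40%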;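 also: plate controls were DMSO neutral control wells for no effect and unlabeled competitor peptide control wells for full effect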
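Test system: tagged CAL PDZ domain / Buffer or medium: sodium phosphate/NaCl buffer pH 7.4 with TCEP, IgG, Thesit / Reagent: TMR-labelled reporter peptide T*-PRC34 bound in PDZ groove / Compound dosing: single point, 20 µM / Schedule: 1 h incubation at room temperature before polarization reading / Technique: fluorescence polarization (mP) / Benchmarks: unlabelled peptide, DMSO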
PfHsp90 yeast 2 – growth inhibition of PfHsp90-expressing yeast, primary screen, antimalarial PfHsp90 inhibitor project, S. cerevisiae, BacTiter-Glo luminescence, single point, set 2. inhibition, % at 9.4 µM. BacTiter-Glo ATP, 48 h; yeast lacking PDR1 and PDR3 efflux regulators. 0.32% of 310,000 active;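 active = every replicate shows inhibition above about 80%, whatever the replicate mean, limit read from the data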;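 also: 0% = DMSO neutral controls and 100% = 20 µM radicicol positive controls; yeast relying on Plasmodium falciparum Hsp90 in place of its own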
AddAB inh – growth inhibition of E. coli expressing H. pylori AddAB, primary screen, AddAB inhibitor project, absorbance; 0.29% of 330,000 active; inhibition, % at 11.9 µM; AID 435030, 2010; in the data active = inhibition above about 12%;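 also: 0% = vehicle wells of infected cells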
phage Ecoli inh – growth loss of phage-infected E. coli, primary screen, RecBCD inhibitor project, absorbance, with phage, HTS | AID 651602, 2012 | inhibition, % at 11.9 µM | 0.26% of 360,000 active; in the data active = inhibition above about 11%
Starred values were filed as active, the others as inactive; . = no result given.

Order of values – PvdQ acylase, Rtt109 HAT inh, DAGLB inh, Wnt act, Tat export inh, Ecoli viability, CAL PDZ FP, PfHsp90 yeast 2, AddAB inh, phage Ecoli inh
> Cc1cccc(/C=C2\Sc3ccc(C(=O)N4CCC(C)CC4)cc3N(C)C2=O)c1
 : -2, -8, -8, -1, 13, 0.2, -1.4, -30, 2.9, -1.8
> Cc1cc(C(=O)Nc2cccc3ncccc23)no1
 : -6, 0, -1, ., 6, -1.5, -0.2, 11, -1.1, -0.5
> O=C(COC(=O)/C=C/c1ccccc1)NCCNC(=O)COC(=O)/C=C/c1ccccc1
 : -1, 6, 0, 0, 0, -0.4, -2.4, -9, -0.2, 4.7
> Cc1ccc(C)c(S(=O)(=O)N2CCN(CC(=O)Nc3ccc4c(c3)OCCO4)CC2)c1
 : 1, 0, -3, ., 0, -1.5, -0.5, ., 2.2, 2.0
> CCOC(=O)[C@H]1[C@H]2COc3ccccc3[C@@H]2N2C(=O)CNC(=O)[C@@]12C
 : 10, 14, 1, 0, 12, 0.7, -1.1, ., 4.2, 1.3
> Cc1ccc(CCNC(=O)C2CCCN(C(=O)c3cc4sccc4n3C)C2)cc1 (stereo unspecified)
 : -2, 1, 0, 3, 4, 0.4, -2.1, 15, 1.6, 2.2
> CCOc1ccccc1NC(=O)C1CCN(S(=O)(=O)c2c(C)nn(C)c2C)CC1
 : 4, 2, 0, -1, 0, 2.2, -0.8, 42, -0.7, 1.7
> COc1ccc(NC(=O)C2CCC(CNS(=O)(=O)c3cccs3)CC2)cc1OC (stereo unspecified)
 : -4, 0, -2, -16, -5, -2.3, -0.1, -6, 2.2, 6.3
> CC(=O)O/N=C(\N)c1cnn2c(C(F)(F)F)cc(C(F)(F)F)nc12
 : -20, 2, 0, 0, -10, -1.1, -0.9, -3, 0.8, 1.3
> COc1ccc(NC(=S)NCCc2c[nH]c3ccccc23)cc1
 : 10, 9, -1, 3, 8, -0.5, -0.3, -7, 1.2, 1.1

Next part.
Order of values – PvdQ acylase, Rtt109 HAT inh, DAGLB inh, Wnt act, Tat export inh, Ecoli viability, CAL PDZ FP, PfHsp90 yeast 2, AddAB inh, phage Ecoli inh
> CCN(CC)S(=O)(=O)c1cccc(C(=O)OC2CC(C)OC2=O)c1 (stereo unspecified)
 : -2, -2, 1, -5, 12, 1.1, 0.0, 4, 3.6, 0.3
> CC(C)(C)C(=O)c1cn(CC(=O)O)c2ccccc12
 : 14, 11, -1, -1, -13, -0.8, -2.0, 2, 1.4, 2.0
> Cc1ccnc(SCC(=O)c2ccc(Br)cc2)c1C#N
 : 8, -1, -4, 42*, 0, -3.0, 0.1, -14, 2.4, 2.2
> CS(=O)(=O)Nc1ccc(C(=O)NCc2ccccn2)cc1
 : -13, 2, -2, ., 2, 1.3, -0.9, 18, -0.1, 1.5
> CCC(=O)NNC(=O)Cc1c(C)n(C(=O)c2ccc(Cl)cc2)c2ccc(OC)cc12
 : -15, -7, 0, -2, -5, -0.5, -1.3, 7, 0.3, -1.4
> Cc1ccc(N(CC(=O)NC(C)c2ccccc2)S(=O)(=O)c2cccs2)cc1 (stereo unspecified)
 : 2, 0, 0, ., -1, -0.1, -3.2, 9, 1.6, 1.6
> COc1ccc(/C=N/NC(=O)CSc2n[nH]c(=O)[nH]c2=O)cc1
 : -9, 16, 2, -1, -5, -1.2, 0.1, -16, -0.5, 3.0
> COc1ccc(Cl)cc1NC(=O)N1CCN(CCc2ccccc2)CC1
 : -14, 9, -2, 0, -2, 2.8, -0.7, ., 0.0, 6.0
> Cc1ccc(Nc2nc(CSc3nnc(-c4cccnc4)n3-c3ccccc3C)cs2)cc1
 : -7, 2, 3, -1, 10, -2.3, -2.0, 4, 1.5, -1.1
> CCN1C(=O)C(CC(=O)Nc2ccc(F)cc2)N(Cc2cccs2)C1=S (stereo unspecified)
 : -3, 5, -7, 0, -1, 1.3, -0.6, 8, 3.2, 5.5

The list goes on.
Order of values – PvdQ acylase, Rtt109 HAT inh, DAGLB inh, Wnt act, Tat export inh, Ecoli viability, CAL PDZ FP, PfHsp90 yeast 2, AddAB inh, phage Ecoli inh
> NC(=O)C1Cc2ccccc2CN1S(=O)(=O)c1cccs1 (stereo unspecified)
 : -11, 1, 1, -2, -5, 1.3, -0.2, 0, 0.9, 2.6
> CC1=C(C(=O)OC2CCCCC2)C(c2ccccc2Br)NC(=O)N1 (stereo unspecified)
 : -8, 3, 2, 0, -3, 0.5, -0.6, 14, 2.2, 1.8
> COC(=O)[C@]1(Cc2ccccc2)N[C@H](CN(C)C(=O)COc2ccccc2)[C@@H]2C(=O)N(Cc3ccccc3)C(=O)[C@@H]21
 : -9, -13, -12, -3, -9, -1.8, 0.9, -4, 1.0, 1.6
> COc1cccc(-c2nc3ccccc3c(=O)n2NC(=O)c2cccnc2Cl)c1
 : -15, -14, 1, -1, -2, 2.2, -2.4, -17, 2.6, 3.3
> NC(=O)c1ccc(Oc2ncc(C(F)(F)F)cc2Cl)cc1
 : -7, 2, 0, 0, -5, -0.2, -0.4, 10, 2.6, 1.9
> COc1ccc(N(CC(=O)Nc2ccc3c(c2)OCCO3)S(=O)(=O)c2c(C)nn(C)c2C)cc1
 : 13, 9, -2, -3, 1, -1.6, 1.0, 24, 5.3, 1.8
> Cc1c(C)c2ccc(OC(C)C(=O)NCCN3CCOCC3)c(C)c2oc1=O (stereo unspecified)
 : -6, -28, -2, -1, 0, 0.1, 0.7, -4, 0.4, 1.5
> CCOC(=O)c1nn(C)c(=S)n(C)c1=O
 : -18, -1, 2, -1, 0, ., 0.6, -2, ., 2.9
> CCNc1nc(Oc2ccc(Cl)cc2Cl)cc(C(F)(F)F)n1
 : -7, 9, -19, -1, -3, -0.2, -0.6, ., 4.7, 4.2
> CCCC(C(=O)NC1CCCC1)N(Cc1ccc(F)cc1)C(=O)c1snc(C(N)=O)c1N (stereo unspecified)
 : -6, 4, 3, -2, 2, -0.5, -2.9, -51, 2.2, 1.7

The results go on:
Order of values – PvdQ acylase, Rtt109 HAT inh, DAGLB inh, Wnt act, Tat export inh, Ecoli viability, CAL PDZ FP, PfHsp90 yeast 2, AddAB inh, phage Ecoli inh
> Cc1cc(C(=O)OC(C)C(=O)Nc2cccc(Cl)c2)on1 (stereo unspecified)
 : -13, -9, -1, 1, -7, ., 0.0, 21, ., -1.2
> CCOCCn1c(CN2CCN(CC)CC2)nc2c1c(=O)n(C)c(=O)n2C
 : -23, 0, -4, 3, 7, -1.8, 0.3, 19, 0.5, 2.2
> N#CCCN(C(=O)COC(=O)CNS(=O)(=O)c1ccc2ccccc2c1)c1ccccc1
 : -12, 0, 3, 0, -9, -0.2, -0.6, 3, -1.4, 0.6
> O=C(CSc1nc(C(F)(F)F)cc(=O)[nH]1)Nc1ccc2c(c1)OCCO2
 : -11, 2, 6, -1, -9, -2.5, -0.3, -12, -0.4, 2.2
> COc1ccc(N(C)S(=O)(=O)c2c(C)[nH]c(=O)[nH]c2=O)cc1
 : 8, 6, -1, 2, -3, 0.3, 0.9, ., 0.5, 0.7
> CC1=N/C(=C\c2ccccc2Cl)C(=O)O1
 : -11, 5, -1, 0, 29, 1.1, -0.2, 3, 4.6, 3.0
> COc1ccc2cc(/C(C)=N/NC(=O)C3CC3)ccc2c1
 : -13, 9, -3, 14, -14, -2.5, -1.4, 20, 4.3, 3.8
> CC1=NN(C(=O)c2cccc(Cn3nc(C)c([N+](=O)[O-])c3C)c2)C(O)(C(F)(F)F)C1 (stereo unspecified)
 : -5, 0, 1, -2, 8, -0.2, -1.9, ., 1.4, .
> COc1cc(O)c(C(CC(=O)N2CCOCC2)c2cc(OC)c(OC)c(OC)c2)c(OC)c1 (stereo unspecified)
 : -16, 3, 3, 2, -7, ., -0.1, -2, ., 1.7
> O=C(/C=C/c1ccccc1)Nc1cccc(C(=O)NCCCCc2ccccc2)c1
 : -17, -6, -4, 5, -1, ., -1.2, -26, ., 2.0

New compounds follow
Order of values – PvdQ acylase, Rtt109 HAT inh, DAGLB inh, Wnt act, Tat export inh, Ecoli viability, CAL PDZ FP, PfHsp90 yeast 2, AddAB inh, phage Ecoli inh
> Cn1c(-c2ccccc2)c(C=O)c2ccccc21
 : 12, -10, -2, 1, -5, 0.7, -4.8, 29, 3.1, 2.4
> Cc1ccc(CCNC(=O)CN2C(=O)COc3ccc(S(=O)(=O)N4CCOCC4)cc32)cc1
 : 0, 7, 2, 0, 3, 2.1, 0.1, -3, 5.1, 1.2
> CCOc1ccccc1OCCCC(=O)NNC(=O)c1nn(C)c(=O)c2ccccc12
 : -17, -3, -2, 1, -6, 0.2, 0.1, -3, -0.1, 1.4
> COc1ccccc1NC(=O)c1ccc2nc(N3C(=O)CCC3=O)sc2c1
 : -9, 2, 0, ., 5, -0.1, -4.8, 6, -1.5, 0.6
> O=C(CO/N=C/c1ccccc1OC(F)F)NCc1cccs1
 : -4, 3, -4, ., 33, -2.4, -0.7, -18, 5.0, 2.5
> COc1cccc(CC2(CO)CCCN(Cc3ccc(-c4ccco4)cc3)C2)c1 (stereo unspecified)
 : -11, 0, -2, -2, -16, -3.8, -1.0, -5, -1.9, 4.0
> Cn1cccc1C(=O)OCC(=O)NC1CCS(=O)(=O)C1 (stereo unspecified)
 : 8, 13, -1, 0, -7, 0.3, -0.1, 23, 3.6, 3.6
> Cn1c(O)c(C=NCCCCCC(=O)O)c(=O)n(C)c1=O
 : -8, -2, -2, -1, 5, ., -0.8, -2, ., -0.9
> Cn1cc(Br)c(C(=O)NNC(=O)c2cccc(Br)c2)n1
 : -5, 1, 3, ., -4, 0.1, -0.6, 39, 3.2, 0.0
> Cc1cc(N=Cc2cc(Cl)ccc2O)no1
 : -3, 28, 2, -2, -6, 0.4, -2.0, 6, -1.2, 0.2
> Cc1ccnc(N/C=C(/NC(=O)c2ccccc2)C(=O)N/N=C\c2ccc(Cl)cc2)n1
 : -11, 8, 1, -2, 2, -2.8, -4.7, 4, -0.2, 0.8
> N/C(=N\OC(=O)c1ccc(Cl)cc1Cl)c1ccncc1
 : 8, -2, -6, 35*, -5, -0.2, -2.1, -17, 2.6, 2.4
> CCCc1nnc(SCC(=O)N2CCCC2)n1Cc1ccco1
 : -12, -1, 2, -1, 6, 1.9, -0.5, -8, -0.3, 0.6

Rewritten tab-delimited: part of the list above
structure	PvdQ acylase	Rtt109 HAT inh	DAGLB inh	Wnt act	Tat export inh	Ecoli viability	CAL PDZ FP	PfHsp90 yeast 2	AddAB inh	phage Ecoli inh
Cn1c(-c2ccccc2)c(C=O)c2ccccc21	12	-10	-2	1	-5	0.7	-4.8	29	3.1	2.4
Cc1ccc(CCNC(=O)CN2C(=O)COc3ccc(S(=O)(=O)N4CCOCC4)cc32)cc1	0	7	2	0	3	2.1	0.1	-3	5.1	1.2
